ERp5 block: blocks human ERp5 reductase activity on insulin. Q15084. inhibition, % at 9.99 µM. hit rate 0.05% among 350,000. ERp5 insulin aggregation, absorbance 650 nm, 90 min. AID 651711;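 active = mean replicate inhibition above about 25%, with every replicate also reaching it, limit read from the data, passing the limit was not always enough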
Target sequence (Q15084 whole entry, looked up): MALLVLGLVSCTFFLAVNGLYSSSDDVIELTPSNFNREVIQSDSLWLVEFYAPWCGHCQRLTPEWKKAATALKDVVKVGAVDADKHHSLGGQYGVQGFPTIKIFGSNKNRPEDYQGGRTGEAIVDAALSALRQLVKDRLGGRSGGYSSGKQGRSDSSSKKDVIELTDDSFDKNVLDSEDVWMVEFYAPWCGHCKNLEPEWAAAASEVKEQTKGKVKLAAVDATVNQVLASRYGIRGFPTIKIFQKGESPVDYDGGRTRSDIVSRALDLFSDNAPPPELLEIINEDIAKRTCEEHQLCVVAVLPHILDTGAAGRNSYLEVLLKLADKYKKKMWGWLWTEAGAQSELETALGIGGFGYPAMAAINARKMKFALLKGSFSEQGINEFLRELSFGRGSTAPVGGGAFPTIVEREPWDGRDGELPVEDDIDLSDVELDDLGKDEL
ARNT TACC3 PPI: ARNT/TACC3 interaction disruption; AlphaScreen His-ARNT PAS-B/GST-TACC3 binding, luminescence; TACC3 fragment carries E629A point mutation; Q9Y6A5; inhibition, % at 9.99 µM; hit rate 0.66% among 390,000;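 active = mean inhibition of replicates at least 50% and at least half of replicates each reaching 50%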;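 note: 0% = complete ARNT plus TACC3 wells and 100% = ARNT alone without TACC3; many hits fall short of the cut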
Casp6 inh: blocks human caspase-6 cleavage activity; hit rate 0.53% among 350,000; purified caspase-6, Z-VEID-R110 cleavage fluorescence; inhibition, % at 12.5 µM; P55212;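 active = mean inhibition across replicates at least about 35%, with every replicate also reaching that limit, limit read from the data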;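 note: 0% = median of neutral control wells and 100% = no fluorescence left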
PglD DTNB: inhibitors of Campylobacter jejuni PglD acetyltransferase. AID 602405. purified PglD enzyme, DTNB colorimetric CoA detection. hit rate 0.098% among 360,000. inhibition, % at 12.5 µM; in the data active = inhibition above about 16%, passing the limit was not always enough; note: strong numbers were not always called active
RAD54 branch: RAD54 (human) branch migration inhibition; RAD54 Holliday junction branch migration, FAM/BHQ fluorescence; inhibition, % at 10.4 µM; hit rate 0.14% among 360,000; AID 602329;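 active = mean normalized replicate activity at least 40 and at least half of replicates scoring 40 or more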;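 note: 0% = median of neutral control wells and 100% = median of positive control wells; inhibitors cause a drop in the FAM fluorescence signal; in these data hits start at about 50%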
E-selectin induc: induces E-selectin expression in human endothelial cells; HUVEC E-selectin immunofluorescence imaging; normalized: neutral wells 0, TNF-alpha wells 100; activation, % at 7.58 µM; hit rate 0.37% among 260,000;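 active = mean E-selectin-positive cell signal at least 10% of the positive control, reached in at least 60% of replicates, without over 20% cell loss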;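 note: in these data hits start at about 27%; measured in HUVEC primary endothelial cells; signal is the percent of cells scored E-selectin positive by PE staining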
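Material: HUVEC primary endothelial cells; Amount: 3,000 cells per well; Dosing: single concentration; Medium: EGM-2 growth medium on 0.1% gelatin-coated wells; Read-out basis: percent E-selectin-positive cells; Signal: immunofluorescence imaging; Control set: TNF-alpha, DMSO.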
RAD52 anneal inh: RAD52 (human) annealing inhibition | recombinant RAD52 DNA annealing, FRET fluorescence | hit rate 0.46% among 360,000 | inhibition, % at 18.7 µM;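 active = every replicate showing at least 50% inhibition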
Target sequence (P43351 whole entry, looked up): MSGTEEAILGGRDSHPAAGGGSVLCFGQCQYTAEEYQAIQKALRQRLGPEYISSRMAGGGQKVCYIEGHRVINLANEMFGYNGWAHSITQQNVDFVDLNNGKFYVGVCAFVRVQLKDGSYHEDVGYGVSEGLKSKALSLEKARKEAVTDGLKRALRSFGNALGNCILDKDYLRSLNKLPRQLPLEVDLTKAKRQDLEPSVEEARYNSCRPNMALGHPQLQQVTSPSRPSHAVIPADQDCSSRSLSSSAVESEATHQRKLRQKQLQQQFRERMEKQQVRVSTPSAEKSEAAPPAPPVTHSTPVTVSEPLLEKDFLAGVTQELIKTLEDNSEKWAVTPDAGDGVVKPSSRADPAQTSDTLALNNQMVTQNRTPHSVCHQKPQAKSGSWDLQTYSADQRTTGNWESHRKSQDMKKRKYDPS
esBAF inh: SWI/SNF esBAF complex inhibition. mouse ES cells, Bmi1-luciferase knock-in reporter, 24 h; 100% = twice the neutral-well signal. reporter increase, % at 12.5 µM. hit rate 2% among 350,000; in the data active = activation above about 40%;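 note: 0% = median of the plate's neutral control wells and 100% = double that signal; a rise in the Bmi1 reporter signal indicates esBAF inhibition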
Starred values were filed as active, the others as inactive; · = not tested or not shown.

Order of results – ERp5 block, ARNT TACC3 PPI, Casp6 inh, PglD DTNB, RAD54 branch, E-selectin induc, RAD52 anneal inh, esBAF inh
CO[C@H]1CN(C)C(=O)c2ccc(NC(=O)c3cnccn3)cc2OC[C@@H](C)N(C)C[C@H]1C
    ·, -5, ·, 1, 2, 0.6, ·, -4
C[C@@H]1CCCCO[C@H](CN(C)S(=O)(=O)c2cccs2)[C@H](C)CN([C@H](C)CO)C(=O)c2cc(NS(=O)(=O)c3ccc(Cl)cc3)ccc2O1
    -7, 21, -1, 2, 1, ·, -52, -1
CN1C(=O)c2cc(NC(=O)Cc3cccs3)ccc2OC[C@H]2O[C@@H](CC(=O)N[C@H]3CCN(Cc4ccccc4)C3)CC[C@H]21
    0, 5, -4, 4, 0, 0.1, 15, 1
CC(C)OC(=O)C1C2C=CC3(CN(Cc4cccs4)C(=O)C13)O2 (stereo not given)
    ·, -4, ·, -7, -9, ·, ·, -6
COc1cc(OC)c(OC)cc1CN1CCC(O)CC1
    0, 0, -2, ·, ·, 1.1, 0, ·
CC(=O)c1ccc(OCC(=O)N2CCCC(Nc3ccc(C)c(C)c3)C2)cc1 (stereo not given)
    3, 0, 0, ·, -3, ·, -18, ·
O=C(/C=C/c1cc(Br)ccc1F)OCC(=O)N1CCOCC1
    -3, 2, 0, 6, -4, -0.5, -10, -6
COc1cc(C(=O)OC(C)CN2C(C)CCCC2C)cc(OC)c1OC (stereo not given)
    0, 23, -5, 0, -13, ·, -9, -1
Cc1ccc(S(=O)(=O)N(C)C[C@H]2Oc3c(NC(=O)C4CC4)cccc3C(=O)N([C@H](C)CO)C[C@@H]2C)cc1
    -3, -2, 1, 5, -5, 2.3, 5, -4
O=C(O)C[C@@H]1C[C@H]2c3cc(NS(=O)(=O)c4ccccc4)ccc3O[C@H]2[C@@H](CO)O1
    -8, -1, 0, 4, 3, 0.2, -7, 2
CCOc1cc(C(=O)NC(=S)Nn2cnnc2)cc(OCC)c1OCC
    4, 9, -1, ·, ·, -0.8, -12, ·
C[C@H](CO)N1C[C@H](C)[C@@H](CN(C)C(=O)CCC(F)(F)F)OCCCC[C@H](C)Oc2ccc(NC(=O)CCC(F)(F)F)cc2C1=O
    -9, -2, 1, 3, 4, ·, -18, 2
N#C[C@H]1[C@@H](c2ccccc2C2=CCCCC2)[C@@H](CO)N1C(=O)c1cccc(F)c1
    2, ·, 0, ·, ·, 0.0, 2, ·
COCC(=O)Nc1ccc(S(=O)(=O)N2CCCC2)cc1
    0, -3, 1, -3, -11, ·, 3, -11
CC(C)(C)NC(=O)C(c1cccs1)N(C(=O)c1csnn1)c1cccc(F)c1 (stereo not given)
    -4, -13, 3, ·, ·, ·, -13, ·
CCc1cc(C(=O)N2CCN(S(=O)(=O)c3cc(C)ccc3C)CC2)sc1C
    -20, ·, 0, ·, ·, ·, 0, 3
Clc1ncc(CN2CCN(c3ccccc3)CC2)s1
    3, -1, 0, ·, ·, ·, -7, ·
COc1ccc(C(=O)NCc2nnc(SCC(=O)Nc3ccccc3F)o2)cc1
    6, -26, -2, 9, -2, 6.4, 1, -6
CCCCN(C)C(=O)c1cn(CC)c2ccc(S(=O)(=O)N(C)C)cc2c1=O
    2, ·, -1, 1, -6, 0.0, -5, 4
O=[N+]([O-])c1cc(-c2ccc(/C=N\n3cnnc3)o2)cc([N+](=O)[O-])c1
    -2, -3, 25, -4, 6, 0.1, -7, -3
CO[C@H]1CN(C)C(=O)c2cc(NC(=O)c3ccc(Oc4ccccc4)cc3)ccc2OC[C@H](C)NC[C@H]1C
    0, 7, 3, 2, 14, 0.4, 53*, -2
Cc1cc(C)n2nc(C(=O)Nc3ccc4c(c3)OCO4)nc2n1
    ·, 1, ·, 6, -3, ·, ·, 33
COc1ccc(OCC(=O)NNC(=O)C(=O)Nc2ccc(C)cc2)cc1
    4, -2, 2, ·, ·, -1.5, -8, ·
Cc1ccc2occ(C(c3nnnn3C3CCCC3)N3CCN(C(=O)c4ccco4)CC3)c(=O)c2c1 (stereo not given)
    3, 7, 3, -1, -6, ·, -3, -2
COc1ccccc1NC(=O)N1CCCCN2[C@H](C1)[C@H](c1ccc(-c3ccccc3)cc1)[C@@H]2CO
    -1, 14, -1, 1, 4, ·, 46, ·
COC1=C(Br)C(=O)c2ncccc2C1=O
    7, 47*, 98*, ·, ·, 0.3, -5, ·
O=C(NNC(=O)c1ccc(Br)o1)c1csc(N2CCOCC2)n1
    -3, 5, 2, 2, -6, 0.3, -5, 4
C/C(=N\Nc1ccc(Cl)c(C(=O)O)c1)c1ccc(N2CCOCC2)cc1
    3, -1, 9, -4, -15, ·, -12, 14
COc1ccc(S(=O)(=O)Nc2c(C)ccc3nsnc23)cc1OC
    ·, 1, ·, -7, -19, ·, ·, -5
Nc1nccnc1C(=O)OCc1nc2sc3c(c2c(=O)[nH]1)CCCC3
    -3, 11, -1, 4, 4, -0.6, -49, ·

Two of these compounds, set out differently.
Structure | ERp5 block | ARNT TACC3 PPI | Casp6 inh | PglD DTNB | RAD54 branch | E-selectin induc | RAD52 anneal inh | esBAF inh
CC(C)OC(=O)C1C2C=CC3(CN(Cc4cccs4)C(=O)C13)O2 (stereo not given) | · | -4 | · | -7 | -9 | · | · | -6
COc1cc(OC)c(OC)cc1CN1CCC(O)CC1 | 0 | 0 | -2 | · | · | 1.1 | 0 | ·

(more compounds)
Order of results – ERp5 block, ARNT TACC3 PPI, Casp6 inh, PglD DTNB, RAD54 branch, E-selectin induc, RAD52 anneal inh, esBAF inh
COCC(=O)N(C)C[C@H]1Oc2cc(-c3ccc(C)cc3)ccc2S(=O)(=O)N([C@H](C)CO)C[C@H]1C
    -3, -1, 5, -3, 5, -0.3, 3, 2
CCOCCCNC(=O)c1c[nH]c2cc(OC)ccc2c1=O
    -1, -7, 2, ·, ·, 2.3, -8, ·
O=C(C1CCCC1)N1CC(=O)N2[C@@H](CO)[C@H](c3ccc(C#Cc4cccc(F)c4)cc3)[C@@H]2C1
    0, ·, 5, ·, ·, 0.4, -38, ·
NS(=O)(=O)c1ccc(CCNC(=O)CN2C(=O)c3ccccc3S2(=O)=O)cc1
    -2, ·, 5, -4, -12, 4.1, 1, -7
Cc1cc(OC(F)F)ccc1NC(=S)NC1CCCC1
    -1, 3, -1, -1, -6, -0.3, -13, 6
OC(c1ccccc1)c1nc(-c2cc3ccccc3o2)cs1 (stereo not given)
    2, ·, 3, 1, 3, -2.5, -15, 47*
C[C@@H]1CN([C@H](C)CO)C(=O)c2cc(/C=C/c3ccccc3)cnc2O[C@H]1CN(C)C(=O)Cc1cccnc1
    0, 1, 0, -1, 0, 0.1, -2, -1
CCNC(=O)[C@@H]1[C@@H](CO)[C@@H]2Cn3c(ccc(-c4ccccc4F)c3=O)[C@H]1N2Cc1cccnc1
    0, -19, 1, 2, 5, 0.7, 2, 1
C[C@H](NC(=O)C[C@@H]1C[C@@H]2c3cc(NC(=O)C4CCC4)ccc3O[C@@H]2[C@H](CO)O1)c1ccccc1
    -5, -8, 1, 4, 1, 1.2, 4, 2
O=C(CCN1C(=O)/C(=C/c2ccc(F)cc2)SC1=S)NC1CCS(=O)(=O)C1 (stereo not given)
    3, 1, 3, -6, 4, ·, 1, -4
Cc1ccc(C)c(NC(=O)CN(C)C(=O)Cn2c(=O)oc3ccccc32)c1
    21, ·, 1, 0, -7, ·, -32, 2
O=C(C[C@H]1CC[C@@H]2[C@H](COC[C@@H](O)CN2S(=O)(=O)c2ccccc2)O1)N1CCOCC1
    2, -5, 2, 5, -7, 0.0, 19, 3
C=C(C)[C@@H]1CC[C@]2(C(=O)O)CC[C@]3(C)C(CCC4[C@@]5(C)CC[C@H](O)C(C)(C)C5CC[C@]43C)C12 (stereo not given in full)
    -1, -20, -3, 3, -7, ·, -8, -5
Cn1cc([C@]2(O)C(=O)Nc3ccc(Br)cc32)c2ccccc21
    -3, ·, 3, ·, ·, 0.2, 6, ·
Cc1nnc(N(C)C(=O)c2cccnc2)s1
    ·, 23, ·, 1, -15, ·, ·, -8
O=C(CSc1nc2ncc(Cl)cc2[nH]1)c1ccc2c(c1)OCO2
    1, ·, -1, 3, -29, -0.1, -12, ·
CCCCCC1=C(C(=O)OC)C(C(=O)OCC)N(S(=O)(=O)C(F)(F)F)c2ccccc21 (stereo not given)
    -1, -4, 2, -3, -4, -1.6, -7, 0
CCOc1ccc(/C=C\C(C)=N\O)cc1
    5, 0, 0, -6, 0, ·, -8, -38
CC(C)Nc1nc(NC(C)C)nc(Nn2cnnc2)n1
    -6, -1, 2, ·, ·, ·, -13, ·
CCOC(=O)C1CCCN(c2nc3ccccc3nc2C(C#N)C(=O)OC(C)COC)C1 (stereo not given)
    -4, 15, 1, ·, ·, 1.4, -34, ·
COc1ccc(C)cc1S(=O)(=O)Nc1ccncc1
    -5, 13, 4, -3, -7, -0.1, -1, -1
Cc1[nH]n(-c2ccccc2)c(=O)c1CCO
    -1, 1, -6, ·, ·, 0.2, 1, ·
Cc1cc(NS(=O)(=O)c2ccc(NC(=O)COc3ccc(C#N)cc3)cc2)nc(C)n1
    -6, -1, 19, -1, -9, ·, -8, 10
CC(C)C(NC(=O)c1ccc(Cl)cc1Cl)C(=O)N1CCC1 (stereo not given)
    -2, -7, -13, 8, 2, 0.1, -5, -2
CCCCOc1ccc(C(=O)NCC(=O)NCC(c2cccs2)N2CCOCC2)cc1 (stereo not given)
    4, -1, -93, 3, -3, 0.8, -4, 1
O=C(C[C@H]1C=C[C@@H](NC(=O)C2CCC2)[C@@H](CO)O1)Nc1nccs1
    3, -1, -3, -1, 1, -0.1, -3, 4
O=C(O)[C@H]1[C@H](CO)[C@H]2Cn3c(ccc(-c4cccc(F)c4)c3=O)[C@H]2N1C(=O)c1ccccn1
    ·, ·, ·, -2, 0, 0.6, ·, -1
O=C(c1ccc2ccccc2c1)N1CCN(c2ccc([N+](=O)[O-])c(N3CCOCC3)c2)CC1
    4, -3, 1, 1, -4, ·, -2, -1
C[C@@H]1CN([C@@H](C)CO)C(=O)Cc2cc(NC(=O)c3ccncc3)ccc2O[C@@H]1CN(C)Cc1ccc(C(=O)Nc2ccccc2N)cc1
    0, ·, -1, ·, ·, 3.3, 20, ·
Cn1c(=O)oc2cc(S(=O)(=O)N3CCCC(C(=O)Nc4ccccn4)C3)ccc21 (stereo not given)
    -3, -13, -1, -2, 6, -1.5, -12, -5

More structures:
Order of results – ERp5 block, ARNT TACC3 PPI, Casp6 inh, PglD DTNB, RAD54 branch, E-selectin induc, RAD52 anneal inh, esBAF inh
O=C(Nc1ccc2nc3n(c(=O)c2c1)CCCC3)c1cccc(F)c1
    0, 21, 5, 1, -7, ·, 0, 45*
COc1ccc(NC(=O)c2sc3nc(-c4cccnc4)ccc3c2N)cc1OC
    0, -7, 0, -10, -10, ·, -85, ·
COc1ccc(NC(=O)CN(C)S(=O)(=O)c2ccc3c(c2)n(C)c(=O)c(=O)n3C)cc1
    5, 2, -1, -2, -8, ·, -3, 8
Cc1ccnc(SCC(=O)N2CCCc3ccccc32)n1
    -5, -17, 2, 3, -3, 1.2, -11, 5
CCCCCCCCCCCCS(=O)(=O)CCC(=O)O
    -5, -2, -1, 1, -5, 7.3, -26, ·
O=C(CN(Cc1ccco1)C(=O)CNS(=O)(=O)c1ccc(F)cc1)NCc1ccc(F)cc1
    ·, 3, ·, -5, 4, ·, ·, -9
COc1ccc(-c2onc(C)c2-c2cnn(-c3ccccc3)c2)c(O)c1C
    6, 6, -3, ·, ·, 4.6, -14, ·
C[C@H](CO)N1C[C@H](C)[C@@H](CN(C)Cc2cccnc2)Oc2cc(-c3ccccc3)ccc2S1(=O)=O
    -4, 0, -3, 0, -3, 0.1, 9, -7
O=C(COC(=O)C1CC(=O)N(Cc2ccco2)C1)c1ccc(OC(=O)c2ccco2)cc1 (stereo not given)
    ·, -2, ·, 1, -8, ·, ·, -9
O=C(Nc1ccc2c(c1)[C@H]1C[C@H](CC(=O)N3CCCCC3)O[C@@H](CO)[C@H]1O2)C1CCOCC1
    2, -4, 3, 3, 1, -0.3, 22, -2
COc1cc2[nH]c3ccccc3c2cc1C
    0, 5, 1, 6, -3, ·, 6, 2
Cc1ccc(S(=O)(=O)N2CCN(C(=O)CCn3nc(C)c(C)c3C)CC2)cc1C
    -3, 20, -5, 1, 11, ·, 3, -6
